# FBA Mtb inh: Mtb FBA enzyme inhibitors, primary screen, biochemical, fluorescence, strain H37Rv | Fructose-bisphosphate aldolase (Mycobacterium tuberculosis (strain ATCC 25618 / H37Rv)), … | purified M. tuberculosis FBA, fluorescence read-out | inhibition, % at 1 µM | hit rate 2.3% among 360,000 | AID 588726, 2011; in the data active means inhibition above about 27%;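 further: 0% = vehicle and 100% = reference inhibitor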
# Target sequence (P9WQA3 whole entry, looked up): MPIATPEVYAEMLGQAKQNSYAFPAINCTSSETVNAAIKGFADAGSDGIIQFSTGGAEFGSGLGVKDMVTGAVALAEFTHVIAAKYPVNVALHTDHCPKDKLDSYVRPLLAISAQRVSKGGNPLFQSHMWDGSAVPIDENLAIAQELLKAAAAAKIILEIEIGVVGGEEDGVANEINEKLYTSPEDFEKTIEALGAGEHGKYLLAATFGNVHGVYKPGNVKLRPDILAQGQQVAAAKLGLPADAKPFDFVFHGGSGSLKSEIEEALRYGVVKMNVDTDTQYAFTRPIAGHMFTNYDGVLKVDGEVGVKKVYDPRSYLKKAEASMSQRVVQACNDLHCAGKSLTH
# Vc quorum ag: inducers of Vibrio cholerae quorum light production without autoinducers, primary screen, BH1578 luxS cqsA deficient, single point. activation, % at 18.7 µM. V. cholerae BH1578 lux reporter, luminescence, 6 h. AID 588436, 2011. hit rate 0.16% among 350,000; in the data active means activation mostly above about 9.7%, no sharp cut-off; further: not every result past the cut was called active; inactives centre near 0; reference of the scale not given here
# SSB-PriA inh: inhibitors of Klebsiella pneumoniae PriA binding to SSB C-terminal tail, primary screen, biochemical, AlphaScreen | PriA–SSB C-terminal tail interaction (Klebsiella pneumoniae) | AlphaScreen SSBct-PriA binding, biotinylated peptide | inhibition, % at 33 µM | hit rate 0.6% among 430,000 | AID 1272365, 2023; in the data active means inhibition mostly above about 37%, no sharp cut-off; inactive means mostly below about 20%;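 further: plate controls were negative control peptide for no effect and reference peptide for full effect; strong numbers were not always called active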
# Rv3671c protease: Rv3671c serine protease inhibitors, primary screen, biochemical, fluorescence polarization, M. tuberculosis H37Rv. inhibition, % at 5.96 µM. hit rate 0.048% among 320,000. AID 2606, 2010; in the data active means inhibition above about 38%;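 further: extracellular domain of Rv3671c used as enzyme; 0% = enzyme with DMSO and 100% = no enzyme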
# MazEF act: activators of E. coli MazEF toxin-antitoxin RNase, primary screen, biochemical, fluorescence, uHTS. Endoribonuclease toxin MazF (Escherichia coli (strain K12)), P0AE70. FAM/BHQ RNA-DNA oligo cleavage fluorescence, 5 h. activation, % at 20 µM. hit rate 0.32% among 350,000. AID 504720, 2011; in the data active means activation above about 50%
# Target sequence (P0AE70 whole entry, looked up): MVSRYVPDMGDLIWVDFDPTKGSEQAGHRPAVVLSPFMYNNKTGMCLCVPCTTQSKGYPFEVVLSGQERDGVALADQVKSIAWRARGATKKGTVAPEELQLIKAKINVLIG
# GDH-TPI inh: GDH-TPI coupling enzyme inhibitors, primary screen, artefact control for M. tuberculosis FBA inhibitor project, biochemical, absorbance, full deck; GDH-TPI coupled enzyme counterscreen, NADH absorbance; inhibition, % at 4.8 µM; hit rate 1.2% among 360,000; in the data active means inhibition above about 30%;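 further: 0% = DMSO wells and 100% = wells lacking the enzyme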
# Mtb UGM inh: M. tuberculosis UGM enzyme inhibitors, primary screen, biochemical, fluorescence polarization, single point | inhibition, % at 10 µM | hit rate 0.06% among 320,000 | purified UGM, fluorescence polarization probe displacement | UDP-galactopyranose mutase (Mycobacterium tuberculosis (strain ATCC 25618 / H37Rv)), …; in the data active means inhibition above about 10%, passing the limit was not always enough
# Target sequence (P9WIQ1 whole entry, looked up): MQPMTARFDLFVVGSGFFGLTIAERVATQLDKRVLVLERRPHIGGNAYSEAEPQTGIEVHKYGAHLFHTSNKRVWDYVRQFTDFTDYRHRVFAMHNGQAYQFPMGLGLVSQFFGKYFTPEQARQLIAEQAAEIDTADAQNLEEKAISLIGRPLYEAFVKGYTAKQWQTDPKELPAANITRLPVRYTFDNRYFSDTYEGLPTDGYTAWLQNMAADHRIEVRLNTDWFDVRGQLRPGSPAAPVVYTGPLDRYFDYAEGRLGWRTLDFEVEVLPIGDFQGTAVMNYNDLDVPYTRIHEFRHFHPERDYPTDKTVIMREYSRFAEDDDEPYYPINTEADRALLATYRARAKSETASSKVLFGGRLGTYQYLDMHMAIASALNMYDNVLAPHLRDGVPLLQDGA
# Mtb BioA inh: M. tuberculosis BioA enzyme inhibitors, primary screen, biochemical, plate reader, single point, HTS; 7,8-diaminopelargonic acid synthase BioA (Mycobacterium tuberculosis); purified M. tuberculosis BioA enzyme; inhibition, % at 9.99 µM; hit rate 0.096% among 360,000; in the data active means inhibition above about 40%
# SARS 3CLpro inh: SARS-CoV 3CLpro protease inhibitors, primary screen, biochemical, quenched FRET; Replicase polyprotein 1ab (Severe acute respiratory syndrome coronavirus), P0C6X7; inhibition, % at 6 µM; recombinant SARS-CoV 3CLpro, quenched FRET peptide cleavage; hit rate 0.14% among 290,000; in the data active means inhibition above about 12%
# DUSP3 inh: VHR1 phosphatase inhibitors, primary screen, biochemical, absorbance, uHTS; AID 1654, 2009; hit rate 0.52% among 290,000; inhibition, % at 13.3 µM; recombinant VHR phosphatase, pNPP absorbance; in the data active means inhibition above about 50%; further: some compounds called inactive have numbers as strong as hits
# Target sequence (P51452 whole entry, looked up): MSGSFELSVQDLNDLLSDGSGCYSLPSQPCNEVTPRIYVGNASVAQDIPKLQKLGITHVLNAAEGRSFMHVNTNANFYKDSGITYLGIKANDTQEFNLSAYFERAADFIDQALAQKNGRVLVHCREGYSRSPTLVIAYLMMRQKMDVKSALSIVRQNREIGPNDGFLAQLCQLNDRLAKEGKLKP
# * hit, by the source's call; i = inactive; . = not tested or not shown; + = active, no number; & = joins results of further samples. Only part of the results is shown, so the mix of outcomes need not match the whole.
SMILES	FBA Mtb inh	Vc quorum ag	SSB-PriA inh	Rv3671c protease	MazEF act	GDH-TPI inh	Mtb UGM inh	Mtb BioA inh	SARS 3CLpro inh	DUSP3 inh
Fc1cccc(C2NCc3ccccc3-n3cccc32)c1 (configuration not stated)	-2	-0.5	9	-3	8	2	-2.1	0.5	2	-20
O=C(Nc1ccc(Oc2ccccc2)cc1)c1ccco1	-2	-6.2	-20	-15	-3	8	-1.2	20	-1	7
O=C(Nc1cccc(NC(=O)c2ccc(Br)o2)n1)c1ccc(Br)o1	4	-0.5	-24	-33	-15	20	-2.8	-3.4	-1	4
CCc1ccc(CN(C)C(=O)c2cc(=O)c3ccccc3o2)cc1	-2	-0.2	-7	-4	1	-16	4.2	0.7	5	-10
CC1(C)c2[nH]c3ccccc3c2C[C@H]2C(=O)N(Cc3ccccc3F)C(=O)N21	4	i	15	-1	-2	14	1.3	-0.5	.	.
O=C1CCC(=O)N1OCCCOc1ccc(Br)cc1Cl	-2	-0.5	-28	.	-2	-6	.	0.1	5	3
Cc1ccc(C2c3[nH]c4ccccc4c3C[C@H]3C(=O)N(c4ccccc4C(=O)NCCN4CCOCC4)C(=O)N23)cc1 (some centres not stated)	4	-0.4	6	5	8	1	-1.1	0.8	4	29
COc1c(/C=N/NC(=O)[C@H]2C[C@@H]2c2ccccc2)c(CCN(C)C(C)=O)cc2c1OCO2	2	-0.5	i	2	-6	16	1.9	5.2	1	-12
O=C(CN1C(=O)C2CC=CCC2C1=O)Nc1nc2ccc(F)cc2s1 (configuration not stated)	2	-0.6	-2	-3	-14	3	0.9	.	-1	7
CCOc1ccccc1NC(=S)NNS(=O)(=O)c1c(C)cc(C)cc1C	-1	-0.3	2	3	6	0	-1.7	.	6	-14
Cc1cc(Br)ccc1NC(=O)CN(C)C(=O)C1CSC2(C)CCC(=O)N12 (configuration not stated)	2	-1.3	8	-3	5	0	-3.4	9.2	.	.
CCCCOC(=O)c1ccc(NC(=O)C2CCCO2)cc1 (configuration not stated)	5	-0.4	-33	-5	3	6	3.2	.	-2	27
O=C(NCCc1ccccc1)c1cnc2n(c1=O)CCS2	3	i	-10	0	2	-4	-2.4	.	-2	4
COc1ccc(OC)c(N(CC(=O)Nc2cccc(C(F)(F)F)c2)S(C)(=O)=O)c1	1	-0.3	-19	0	11	-2	1.8	-0.7	3	11
CCC1(c2ccccc2)NC(=S)N(c2ccc(C)c(C)c2)N1 (configuration not stated)	1	i	-5	5	3	2	2.3	-0.5	1	26
Cc1occc1C(=O)N/N=C/c1cnn(C)c1C	1	-0.1	.	2	2	-2	3.5	.	1	0
COc1cc(N2C(=O)CSC2=S)cc(OC)c1OC	4	i	-11	-11	7	6	-0.2	-0.5	0	34
CCOc1ccc(CNC(=O)CCCn2nc(CC)n3c(cc4occc43)c2=O)cc1	-1	i	-2	14	4	7	-3.0	4.3	1	2
c1ccc(P(c2ccccc2)c2ccccn2)cc1	2	-0.3	1&1	4	-1	-6	-0.5	-2.7	2	-18
CC(=O)Nc1ccc(NC(=O)N2CCCCC2)cc1	-2	-5.9	-23	-5	1	-3	0.2	-2.1	2	-8
O=C(NNC(=O)c1ccc(F)cc1)C(=O)N1CCCCC1	2	-1.4	-2	0	4	3	-0.6	.	6	1
CCCc1cc(=O)[nH]c(SCC(=O)c2cc(C)n(-c3cc(C)on3)c2C)n1	-1	i	-13	3	5	2	-0.3	.	2	10
CCCCc1ccc(NC(=S)NCCO)cc1	-2	i	2	-6	6	1	0.7	.	0	15
CCOC(=O)N1CCN(c2c(N3CCN(C(=O)OCC)CC3)c(=O)c2=O)CC1	-3	-2.0	-4	3	13	5	1.4	-1.0	-3	5
CC(=O)OCCNC(=O)c1cccnc1	-1	i	-7	4	5	11	0.4	-1.8	-5	-24

SMILES	FBA Mtb inh	Vc quorum ag	SSB-PriA inh	Rv3671c protease	MazEF act	GDH-TPI inh	Mtb UGM inh	Mtb BioA inh	SARS 3CLpro inh	DUSP3 inh
CCC(=O)c1ccc(OC(=O)c2cnccn2)cc1	1	i	-5	9	-3	4	-3.1	.	1	-17
Clc1ccc(C2NCCc3[nH]cnc32)cc1 (configuration not stated)	1	i	15	3	12	7	.	-3.8	4	33
CC(=O)OC1C=CC2[C@H]3Cc4ccc(O)c5c4[C@@]2(CCN3C)C1O5 (some centres not stated)	4	-0.3	-8	0	6	5	.	-0.7	.	.
CC(=O)C1=C(O)C(=O)N(c2cc(C(C)(C)C)on2)C1c1ccc(Br)cc1 (configuration not stated)	2	-0.5	6	-5	-6	29	0.6	1.9	7	17
N#Cc1ccc(NC(=O)c2cc(=O)c3ccccc3o2)cc1	-3	i	-5	8	-12	-2	-0.6	.	7	19
CC1(C)N=C(N)NC(Nc2cccc(Br)c2)=N1	2	0.0	-14	1	6	-2	0.3	0.3	0	30
CCOc1ccc(NC(=S)Nc2ccc(OCc3ccccc3)cc2)cc1	-1	-0.7	-1	4	7	4	0.8	0.0	-8	21
CCCn1c(-c2ccc(C(=O)OC)cc2)nc2c1c(=O)[nH]c(=O)n2Cc1ccccc1	1	-0.3	-21	6	6	12	5.2	.	-2	6
COc1ccccc1C(=O)NCC(=O)NC(C)c1ccc(-n2ccnc2)cc1 (configuration not stated)	0	i	-1	-6	3	3	0.8	1.6	-1	-11
CCOC(=O)c1cc(S(=O)(=O)N2CCC(C)CC2)cn1C	4	-0.6	-1	-3	8	3	-0.2	-5.0	1	23
Cc1nn(Cc2noc(C(=O)NCc3ccc4c(c3)OCO4)n2)c(C)c1Br	2	0.6	-4	3	3	-5	-1.5	11	-3	-12
COC(CN(C)C(C(=O)NC1CCCCC1)c1ccccc1)OC (configuration not stated)	-2	-0.3	-7	7	-1	-8	-1.8	-0.3	2	29
COc1cc(NC(=O)c2cc(OC)c(OC)c(OC)c2)cc(-n2cnnn2)c1	-1	0.0	-6	-11	15	5	9.2	-1.1	-3	20
O=C(Nc1ccncc1)c1cn(-c2ccccc2)nc1-c1cccs1	-2	-1.8	-6	-115	27	-3	3.6	-1.8	-3	8
Cc1ccc(CCNC(=O)Cn2ncc3c([nH]c4ccccc43)c2=O)cc1	3	i	4	-19	-43	6	2.9	-0.2	-2	-22
O=C(CCc1c[nH]c2ccccc12)N1CCCC1	3	i	-1	1	6	-4	-2.7	.	0	22
CC(=O)N1c2ccccc2C(=O)OC1c1cccnc1 (configuration not stated)	5	.	-1	-6	-4	-2	2.2	0.6	-2	7
CCCCc1ccc(CC(=O)Nc2cc(S(=O)(=O)N3CCOCC3)ccc2O)cc1	4	i	-10	-16	0	6	4.7	-1.5	.	.
COc1ccc(-c2csc(N)n2)cc1F	-3	0.6	-7	-2	6	-9	-2.2	.	-4	0
Cc1ccccc1-n1ncc2c([N+](=O)[O-])cc([N+](=O)[O-])cc21	1	i	64*	5	-1	15	0.2	.	-6	42
CCCCn1c(N)c(N(CCOC)C(=O)CN2C(=O)C3CCCCC3C2=O)c(=O)[nH]c1=O (configuration not stated)	0	0.2	-4	1	0	-2	-1.2	0.2	.	.
Cc1c(C(=O)NCCCN2CCOCC2)sc2ncnc(N3CCN(c4ccccc4)CC3)c12	1	-0.1	5	.	11	18	.	0.5	6	11
CCc1ccccc1NC(=O)N[C@@H](C)C(=O)OC	1	i	-8	-4	-3	12	-1.7	.	2	17
CCc1cc(=O)oc2c(CN3CCCC3)c(O)c(Cl)cc12	+	-0.3	-15	5	3	26	1.4	-0.7	5	3
CC1=C(C(=O)O)N2C(=O)C(NC(=O)c3nn(C)cc3Cl)C2SC1 (configuration not stated)	1	i	-8	2	7	-4	1.1	-1.1	4	13

SMILES	FBA Mtb inh	Vc quorum ag	SSB-PriA inh	Rv3671c protease	MazEF act	GDH-TPI inh	Mtb UGM inh	Mtb BioA inh	SARS 3CLpro inh	DUSP3 inh
NC(=O)c1nn(-c2ccccc2)nc1NC(=O)CN1CCCC1	25	-0.1	-8	-7	9	0	2.1	-0.3	-4	15
O=C(/C=C/c1ccco1)N(Cc1ccc(Cl)cc1)C1CCS(=O)(=O)C1 (configuration not stated)	-1	-0.6	-1	4	-19	-3	-1.4	.	1	13
O=C(N/N=C\c1cn[nH]c1-c1ccccc1)c1cccnc1	3	i	.	4	1	17	-3.7	6.7	-2	26
Cc1sc2nc(SCC(=O)NCc3ccco3)n(-c3ccccc3)c(=O)c2c1C	0	-0.5	3	-6	-16	10	0.1	-1.0	0	0
COc1cccc(CNC(=O)CCC2CCCN(C(=O)c3cccc(Cl)c3)C2)c1 (configuration not stated)	1	0.0	-16	-3	-13	1	0.5	0.6	-4	31
O=C(c1ccc2c(c1)OCO2)C1CCCN(Cc2cc(F)ccc2-n2cccn2)C1 (configuration not stated)	0	i	0	2	0	-2	-1.2	.	-2	8
CCN(CC)CCCN(Cc1cc2cc3c(cc2[nH]c1=O)OCCO3)C(=O)Nc1ccccc1	10	1.2	1	-1	3	24	-0.9	-0.8	-12	12
O=C(CCSc1ccccc1)N1CCCC1	5	i	-7	-14	-3	4	7.4	-0.4	1	2
O=C(N/C(=C\c1ccc(Br)cc1)C(=O)N1CCCC1)c1cccs1	-2	-0.3	-19	2	5	5	-2.9	.	6	16
CCOC(=O)CSc1nnc(CNc2ccc(Cl)cc2)n1Cc1ccccc1	1	-0.3	-12	-11	1	8	2.1	.	-1	36
COc1nc(N(C#N)CC(N)=O)nc(N2CCCC2)n1	-2	11	-4	-7	1	-6	0.1	.	4	30
CCOC(=O)c1ccc(NC(=S)N2CCC(O)CC2)cc1	-1	-0.1	-14	-7	-1	1	-1.8	-1.4	-5	2
Cc1cc(C)c2c(CC(=O)NCc3ccco3)coc2c1	0	.	-17	-4	3	0	0.9	0.6	-2	16
CCOC(=O)c1[nH]c(C)c(C(=O)Nc2ccc(C)c(C)c2)c1C	0	0.4	-8	0	4	11	-1.4	-1.0	0	29
COc1ccc([C@]2(C(C)C)ON(c3ccccc3C(F)(F)F)C2=O)cc1	0	-19	-17	-2	-3	-8	1.7	-2.0	.	.
OC(COc1ccccc1CNCc1cccnc1)CN1CCc2ccccc2C1 (configuration not stated)	1	-0.5	4	3	-1	6	3.5	.	2	5

# Whole records from above. Values in the order: FBA Mtb inh | Vc quorum ag | SSB-PriA inh | Rv3671c protease | MazEF act | GDH-TPI inh | Mtb UGM inh | Mtb BioA inh | SARS 3CLpro inh | DUSP3 inh
# Record of OC(COc1ccccc1CNCc1cccnc1)CN1CCc2ccccc2C1 (configuration not stated) → 1 | -0.5 | 4 | 3 | -1 | 6 | 3.5 | . | 2 | 5
# Record of O=C(N/N=C\c1cn[nH]c1-c1ccccc1)c1cccnc1 → 3 | i | . | 4 | 1 | 17 | -3.7 | 6.7 | -2 | 26
# Record of O=C(/C=C/c1ccco1)N(Cc1ccc(Cl)cc1)C1CCS(=O)(=O)C1 (configuration not stated) → -1 | -0.6 | -1 | 4 | -19 | -3 | -1.4 | . | 1 | 13
# Record of CCOC(=O)c1ccc(NC(=S)N2CCC(O)CC2)cc1 → -1 | -0.1 | -14 | -7 | -1 | 1 | -1.8 | -1.4 | -5 | 2

# Screens deposited in PubChem BioAssay by several laboratories.
